Screening data as filed in PubChem BioAssay.
tuberculosis growth = growth inhibition of non-replicating M. tuberculosis (AID 488890); 320,000 tested, 0.39% active; Mycobacterium tuberculosis non-replicating, growth inhibition; higher % means a stronger effect; inhibition, % at 25 µM, or IC50 in µM where a hit was titrated; in the data active = a potency from the dose series; inconclusive = inhibition mostly from about 82% at the one dose, without a potency; inactive = the rest, 99 in 100 with inhibition below about 76%;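 note: plate controls were DMSO cells for no effect and high antibiotic wells for full effect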
influenza NS1A = H1N1 influenza NS1A inhibitors, functional cell based assay (AID 504329) | NS1A functional cell-based assay, percent inhibition; higher % means a stronger effect | one-dose inhibition, % at 12.5 µM; IC50 in µM for titrated hits | 340,000 tested, 0.3% active; in the data active = a potency from the dose series; inconclusive = inhibition above about 27% without an active follow-up result; note: strong numbers were not always called active
VEEV TC-83 Vero = inhibitors of VEEV TC-83 cytopathic effect, confirmation, Vero cells (AID 588727) | inhibition, % at 20 µM, or IC50 in µM where a hit was titrated | 350,000 tested, 0.13% active | Vero cells, VEEV TC-83 cytopathic effect inhibition; higher % means a stronger effect; in the data active = a potency from the dose series; inconclusive = inhibition mostly from about 14% at the one dose, without a potency; inactive = the rest, 99 in 100 with inhibition below about 12%; note: strong numbers were not always called active
Salmonella PhoP GFP = PhoP regulon inhibitors, Salmonella typhi PhoP promoter GFP reporter, confirmatory (AID 1850) | Salmonella Typhi PhoP-promoter GFP reporter, fluorescence, 4 h; higher % means a stronger effect | inhibition, % at 50 µM, or IC50 in µM where a hit was titrated | 310,000 tested, 0.33% active; in the data active = a potency from the dose series; inconclusive = inhibition mostly from about 25% at the one dose, without a potency; inactive = the rest, 99 in 100 with inhibition below about 19%;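 note: 0% = induced wells with vehicle and 100% = uninduced wells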
H37Rv inhibition = M. tuberculosis growth inhibition, HTS (AID 449762); M. tuberculosis H37Rv growth inhibition, 7H9 media; higher % means a stronger effect; one-dose inhibition, % at 25 µM; IC50 in µM for titrated hits; 330,000 tested, 0.59% active; in the data active = a potency from the dose series; inconclusive = inhibition above about 70% without an active follow-up result;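 note: bacterial growth assessed after seven days of incubation; strong numbers were not always called active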
VEEV TC-83 Vero 10K pilot screen = second read-out of VEEV TC-83 Vero, no call of its own (marks repeat the call); inhibition, %; measured here: 10K pilot screen inhibition
An asterisk follows results filed as active; i = inactive; ? = inconclusive; . = no result given; & = joins results of further samples.

SMILES | tuberculosis growth | influenza NS1A | VEEV TC-83 Vero | Salmonella PhoP GFP | H37Rv inhibition | others
Nc1cc(=O)[nH]c(SCC(=O)N2CCN(S(=O)(=O)c3ccc4ccccc4c3)CC2)n1 | 8% | 12% | 0.4% | -6% | 1%
COc1ccc(N(C)C(=O)Cc2c(C(=O)O)n(C)c3ccccc23)c(OC)c1 | -9% | 0% | 2.6% | 2% | 6%
COc1ccc(C)cc1NC(=O)c1cnc2n(c1=O)CCS2 | 7% | 16% | 3.1% | -15% | -6%
CC1CC(C)CN(CC(=O)N2CCc3[nH]c4ccccc4c3C2)C1 (stereo unspecified) | 9% | 0% | 6.0% | 6% | -4%
CCN(CC)C(=O)C12C(=O)Oc3ccccc3C1C2(C)C(=O)c1ccc(F)cc1 (stereo unspecified) | -15% | -2% | 0.2% | 1% | 3%
CCn1cc(C(=O)NCC(=O)NC(C)(C)CO)c(=O)c2cc3c(cc21)OCO3 | 1% | -14% | 0.8% | 2% | -2%
COCCOC(=O)C1=C(C)NC2=C(C(=O)CC(c3cccs3)C2)C1c1ccsc1 (stereo unspecified) | 20% | -7% | 9.0% | -4% | -7%
COc1ccc(C(=O)C23CC4CC(C2)CC(C(=O)c2ccc(OC)cc2)(C4)C3)cc1 | 11% | -6% | i | -7% | -9% | VEEV TC-83 Vero 10K pilot screen=0.7
Cc1ccc2cc3cc(C(=O)NCCCN4CC(C)CC(C)C4)oc3nc2c1 (stereo unspecified) | 31% | 11% | i | 15% | 7%
CC(NC(=O)C12CC3CC(CC(C3)C1)C2)C(=O)N/N=C/C1=C(N2CCOCC2)C(=C\c2ccccc2)/CC1 (stereo unspecified) | 57% | -5% | 5.6% | 16% | 20%
C=CCSc1nc2ccccc2[nH]1 | 4% | -10% | 5.2% | 4% | -2%
Cn1cc(CNCCCn2ncc3ccccc32)c(-c2ccccc2F)n1 | 42% | -4% | 0.3% | 6% | 8%
COc1ccc(NC2CCCCC2NS(=O)(=O)c2ccc(C)cc2)cc1 (stereo unspecified) | 17% | 2% | 3.3% | -6% | 4%
CCOC(=O)C(Cc1ccc(OC)c([N+](=O)[O-])c1)NC(=O)CCC(=O)Nc1ccc(C)cc1 (stereo unspecified) | 29% | -4% | 0.5% | -6% | 10%
CCOC(=O)c1ccc(NC(=O)CNC(=O)C2CCCCC2)cc1 | 8% | 1% | 0.5% | -10% | 7%
Cc1c(CCC(=O)N[C@@H](C)C(=O)O)c(=O)oc2cc3occ(-c4ccccc4)c3cc12 | . | 4% | 0.8% | 7% | -11%
Cn1c(=O)c2ccccc2n(Cc2ccccc2Cl)c1=O | -14% | -102% | i | 5% | -3%
Cc1cc(NC(=O)c2sc(Nc3cccc(C(F)(F)F)c3)nc2N)no1 | 19% | 7% | 6.2% | 7% | 3%
Fc1ccc(NC(=S)Nc2ccccc2N2CCOCC2)cc1Cl | 75% | -5% | 1.4% | -6% | 61%
CCOC(=O)c1sc2ncn(C(CC)C(=O)OCC)c(=O)c2c1C (stereo unspecified) | 20% | 4% | 2.9% | -2% | -4%
CCCCNC(=S)N/N=C/c1ccc(C)s1 | ? | -3% | i | -2% | ?
COc1ccccc1-c1nc(SCC(=O)N(C)c2ccccc2)c2c(=O)n(C)c(=O)n(C)c2n1 | -21% | -2% | i | -5% | -5%
CCOc1nc(C)ccc1-c1noc(-c2ccccn2)n1 | 8% | -11% | 10% | 2% | -1% | VEEV TC-83 Vero 10K pilot screen=6.2
COCCCn1c(SCC(=O)NCc2ccco2)nc2sc3c(c2c1=O)CCC3 | 12% | 1% | 7.5% | 10% | -8%
O=c1c2ccccc2nc(SCc2nc(-c3ccccc3)no2)n1-c1ccc(F)cc1 | . | -15% | 8.6% | 4% | 1%
CCn1cc(C2Nc3ccccc3C(=O)N2O)c(C)n1 (stereo unspecified) | -1% | -8% | 0.5% | -12% | -1%
COc1cccc(/C=C2\SC(=S)N(CC3CCCO3)C2=O)c1 (stereo unspecified) | -1% | 29% | 1.0% | -16% | 6%
CC1=NN(c2ccc(Cl)c(C(=O)O)c2)C(=O)/C1=C/c1ccc(-c2ccccc2[N+](=O)[O-])o1 | -10% | -3% | i | -6% | -7%
CCCCC1CCC(C(=O)N(C)CC(=O)Nc2cccc(OC)c2)CC1 (stereo unspecified) | 70% | -11% | 2.8% | . | 0%
COc1ccc(S(=O)(=O)Nc2ccccc2C(=O)N2CCCC2)cc1OC | 2% | -4% | 0.6% | 1% | 8%
COc1cc(C2NC(=S)NC3=C2C(=O)CCC3)ccc1O (stereo unspecified) | -11% | 0% | i | 10% | -10%
O=C(CCc1ccccc1)NCCS(=O)(=O)N1CCN(c2ccccc2)CC1 | 26% | -8% | 1.0% | -3% | -6%
Cc1ccc(C(=O)N2N=C(c3ccccc3)CC2(O)C(F)(F)F)o1 (stereo unspecified) | 59% | 0% | 0.5% | -7% | 10%
CC1=NN(c2nc3ccccc3[nH]2)C(=O)C1Cc1ccccc1 (stereo unspecified) | -13% | . | 39% | 50µM* | 6%
CC(=O)Nc1nc(-c2ccccc2)c(-c2ccccc2)o1 | ? | -1% | i | -5% | 62%
COc1cccc(N2CCN(CC(=O)Nc3nc4c(s3)CC(C)CC4)CC2)c1 (stereo unspecified) | -8% | 10% | i | 5% | ?
COc1ccc(NC2=C3CCCC=C3N(c3ccc(OC)cc3)C2=O)cc1 | 10% | 11% | 1.5% | -4% | 13%
CN(C)CCNC(=O)COc1ccc(Cl)cc1Cl | -2% | -5% | 0.1% | 2% | -5%
C/C(=N\Nc1ccc(C(=O)c2c(C)cc3ccccn23)cc1[N+](=O)[O-])c1ccc(O)cc1 | 4% | -5% | 0.3% | 1% | -2%
O=C(COC(=O)c1cccc(Br)c1)NCCNC(=O)COC(=O)c1cccc(Br)c1 | 5% | -12% | 1.9% | -2% | 3%
CCOC(=O)Cc1csc(NS(=O)(=O)c2ccc(NC(C)=O)cc2)n1 | -9% | -3% | i | 6% | 0%
COc1cc(-c2noc(C)c2C#Cc2ccsc2)cc(OC)c1OC | 21% | 3% | 7.5% | 3% | 55% | VEEV TC-83 Vero 10K pilot screen=6.5
COc1ccc(CNC(=O)CCC(=O)Nc2nnc(C(F)(F)F)s2)cc1 | -6% | 23% | 0.4% | -6% | 1%
Cc1nc([N+](=O)[O-])cn1-c1nc2ccccn2c1[N+](=O)[O-] | -6% | -3% | 0.1% | 4% | 8%
CCN(CC)CCN(Cc1cc2ccc(C)c(C)c2[nH]c1=O)C(=S)NCc1ccco1 | 33% | 5% | ? | 8% | -1%
CC(=O)Oc1cccc(N2C(=O)c3ccc(C(=O)O)cc3C2=O)c1 | -5% | 4% | 2.1% | -9% | -12%
O=[N+]([O-])c1cccc(CN2CCN(c3cccc4[nH]ccc34)CC2)c1 | 13% | 11% | 0.3% | -5% | -1%
CCOC(=O)C1CCN(S(=O)(=O)c2cc(Cl)c(C)cc2OC)CC1 | 26% | 3% | 0.4% | 8% | -4%
Cc1ccc(-n2c3nc(=O)n(C)c(=O)c-3cc3ccccc32)cc1 | 0% | . | 2.2% | 9% | 10%
N#CC(c1ccc(O)cc1)N1CCN(C(C#N)c2ccc(O)cc2)CC1 (stereo unspecified) | . | 7% | 2.4% | . | .
O=C(COC(=O)/C=C/c1ccc(S(=O)(=O)N2CCOCC2)cc1)NCc1ccc2c(c1)OCO2 | 1% | 0% | 1.1% | 8% | -9%
COC(=O)CNC(=O)C1(C)C=CCN1C(=O)c1ccccc1 (stereo unspecified) | -14% | 3% | 0.3% | -10% | -1%
Cn1c(=O)c2cc(S(=O)(=O)Nc3cc(C(=O)O)cc(C(=O)O)c3)ccc2n(C)c1=O | 5% | 9% | 1.3% | 1% | 4%
O=C(COC(=O)c1cc(=O)[nH]c2ccccc12)Nc1nc(-c2ccccc2)cs1 | 6% | -9% | 1.6% | 2% | -7%
CCN1CCN(Cc2ccc(NC(=O)c3cc(NC(=O)c4cc(C)on4)cc(OC)c3)cc2C(F)(F)F)CC1 | ? | 4% | 9.7%&9.9% | -28% | ?
CSc1ccccc1NC(=S)N/N=C/c1cccn1Cc1ccc(F)cc1 | -8% | 4% | 0.1% | 6% | -3%
CC(Sc1ncn[nH]1)C(=O)Nc1ccc(Cl)cn1 (stereo unspecified) | -10% | -13% | 1.2% | 8% | -7%
CSc1ccccc1NC(=O)CN(C)C(=O)C1CC(=O)N(C(C)c2ccccc2)C1 (stereo unspecified) | 3% | -6% | 1.9% | . | -2%
COc1ccc(C(=O)O/N=C(\N)c2ccc(OC)c(OC)c2)c(OC)c1 | 6% | -17% | 4.4% | -3% | 3%
COc1ccc(NC(=O)c2cccs2)cc1NC(=O)c1ccco1 | -11% | -8% | 10% | -1% | -10%
(listing goes on)
SMILES | tuberculosis growth | influenza NS1A | VEEV TC-83 Vero | Salmonella PhoP GFP | H37Rv inhibition | others
N[C@@H](Cc1ccccc1)C(=O)N1CCC(C(=O)N[C@@H](Cc2c[nH]c3ccccc23)C(=O)O)CC1 | -6% | 1% | 0.4% | -2% | 4%
COc1cc(OC)c(-c2nc(-c3ccncc3)no2)cc1OC | 2% | 0% | 7.2% | -3% | 1%
Cc1ccc(N2CC(C(=O)Nc3ccc(S(=O)(=O)N4CCOCC4)cc3)CC2=O)cc1Cl (stereo unspecified) | -19% | -10% | 3.6% | -3% | 4%
CNC(=O)n1cc(C)c(-c2cccs2)n1 | . | . | 1.6% | 1% | -8%
Cc1noc(C)c1NC(=O)Nc1cccc2c1O[C@H](CN(C)C(=O)Nc1ccccc1)[C@@H](C)CN([C@H](C)CO)C2=O | 12% | -18% | 3.4% | . | 6%
CCOC(=O)Cc1[nH]nc2c1C(c1ccoc1)C(C#N)=C(N)O2 (stereo unspecified) | -3% | -2% | 1.2% | 31% | 13%
COc1ccccc1C1C(C#N)=C(N)Oc2cc(C)n(CCCn3ccnc3)c(=O)c21 (stereo unspecified) | -6% | 10% | 0.5% | 14% | 0%
Cc1cc(C(=O)OCC(=O)NC(C)C)c(C)o1 | -7% | 1% | 0.8% | 4% | 8%
Cc1ccc(SC[C@H](Cc2ccccc2)N2CC[C@@H](C)CCC2=O)cc1 | 10% | 6% | i | -7% | 12%
Cc1ccc(NC(=O)c2csnn2)c(C)c1 | -1% | -5% | 6.2% | -7% | -9%
NC(=O)c1cccc2c1-c1ccccc1/C2=N/NC(N)=S | 76% | -9% | 0.9% | 1% | 2%
CN(CC(=O)Nc1ccc(Cl)c(C(F)(F)F)c1)C(=O)Cc1ccsc1 | 72% | -12% | 0.0% | 19% | 8%

Among those listed so far, nine have an aryl thioether with sulfur outside any ring:
SMILES | tuberculosis growth | influenza NS1A | VEEV TC-83 Vero | Salmonella PhoP GFP | H37Rv inhibition | others
Nc1cc(=O)[nH]c(SCC(=O)N2CCN(S(=O)(=O)c3ccc4ccccc4c3)CC2)n1 | 8% | 12% | 0.4% | -6% | 1%
C=CCSc1nc2ccccc2[nH]1 | 4% | -10% | 5.2% | 4% | -2%
COc1ccccc1-c1nc(SCC(=O)N(C)c2ccccc2)c2c(=O)n(C)c(=O)n(C)c2n1 | -21% | -2% | i | -5% | -5%
COCCCn1c(SCC(=O)NCc2ccco2)nc2sc3c(c2c1=O)CCC3 | 12% | 1% | 7.5% | 10% | -8%
O=c1c2ccccc2nc(SCc2nc(-c3ccccc3)no2)n1-c1ccc(F)cc1 | . | -15% | 8.6% | 4% | 1%
CSc1ccccc1NC(=S)N/N=C/c1cccn1Cc1ccc(F)cc1 | -8% | 4% | 0.1% | 6% | -3%
CC(Sc1ncn[nH]1)C(=O)Nc1ccc(Cl)cn1 (stereo unspecified) | -10% | -13% | 1.2% | 8% | -7%
CSc1ccccc1NC(=O)CN(C)C(=O)C1CC(=O)N(C(C)c2ccccc2)C1 (stereo unspecified) | 3% | -6% | 1.9% | . | -2%
Cc1ccc(SC[C@H](Cc2ccccc2)N2CC[C@@H](C)CCC2=O)cc1 | 10% | 6% | i | -7% | 12%

(continued)
SMILES | tuberculosis growth | influenza NS1A | VEEV TC-83 Vero | Salmonella PhoP GFP | H37Rv inhibition | others
COc1ccc(/C=N/NC(=O)c2csc(-n3nc(C)cc3C(F)(F)F)n2)cc1 | -3% | -1% | 3.1% | 6% | -6%
CCOC(=O)N1CCN(c2nc3ccccc3nc2C(C#N)S(=O)(=O)c2ccc(C)cc2)CC1 (stereo unspecified) | 2% | -2% | 0.3% | -52% | -2%
COC(=O)CNC(=O)C(C)NC(=O)OCc1ccccc1 (stereo unspecified) | -4% | 2% | 0.5% | -3% | -5%
CCOC(=O)N/N=C(\C)c1ccc(-n2cnnn2)cc1 | -6% | 0% | 2.0% | -2% | -9%
COc1ccc(C)c2sc(N(CCN(C)C)C(=O)c3ccc4ccccc4c3)nc12 | . | 8% | 10% | 4% | 10%
